From PubChem BioAssay
MITF primary: MITF inhibitors, primary screen, biochemical, AlphaScreen, human | AlphaScreen MITF homodimerization, bead proximity signal | inhibition, % at 2.6 µM | Microphthalmia-associated transcription factor (Homo sapiens), O75030 | hit rate 0.91% among 650,000; in the data active = inhibition above about 50%;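 note: 0% = vehicle wells with protein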
FBW7 activator: FBW7 E3 ligase activators, primary screen, biochemical, AlphaScreen, human. AlphaScreen FBW7–phospho-cyclin E peptide binding, activator screen. normalized activity (activation), % at 26.1 µM. hit rate 0.13% among 650,000. AID 1259310, 2017; in the data active = normalized activity above about 1.9%;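 note: purified mutant Fbw7 with reduced substrate affinity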
Target sequence (Q969H0 whole entry, looked up): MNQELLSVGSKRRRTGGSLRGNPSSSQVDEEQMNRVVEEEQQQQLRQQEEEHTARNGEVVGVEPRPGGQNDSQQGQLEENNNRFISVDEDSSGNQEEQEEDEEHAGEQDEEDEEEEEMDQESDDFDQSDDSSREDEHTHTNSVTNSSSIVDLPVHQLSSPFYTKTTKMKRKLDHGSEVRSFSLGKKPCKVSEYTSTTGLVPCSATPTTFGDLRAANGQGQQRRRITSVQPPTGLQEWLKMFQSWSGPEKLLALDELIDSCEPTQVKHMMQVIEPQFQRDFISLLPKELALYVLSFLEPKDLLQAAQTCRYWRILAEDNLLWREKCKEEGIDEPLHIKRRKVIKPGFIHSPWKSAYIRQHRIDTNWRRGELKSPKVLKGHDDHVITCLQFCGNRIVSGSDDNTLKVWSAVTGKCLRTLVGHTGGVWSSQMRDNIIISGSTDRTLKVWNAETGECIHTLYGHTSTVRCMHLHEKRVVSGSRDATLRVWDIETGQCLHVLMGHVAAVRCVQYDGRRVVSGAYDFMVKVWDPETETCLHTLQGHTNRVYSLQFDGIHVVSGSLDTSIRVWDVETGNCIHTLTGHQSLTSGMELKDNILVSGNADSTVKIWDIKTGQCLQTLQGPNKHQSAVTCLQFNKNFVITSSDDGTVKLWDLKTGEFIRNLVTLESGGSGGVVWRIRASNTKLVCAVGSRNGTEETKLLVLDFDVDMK
TEAD-YAP inh: TEAD-YAP interaction inhibition, primary screen, TEAD-YAP interaction inhibitor project, luminescence, HEK-TIYL cells; hit rate 1.4% among 640,000; TEAD-Gal4/YAP UAS-luciferase luminescence; inhibition, % at 9.12 µM; AID 1259422, 2018; in the data active = inhibition above about 32%;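 note: 0% = median of test compound wells and 100% = reference inhibitor wells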
GPR151 ag: activators of human GPR151, primary screen, cell-based, PathHunter beta-arrestin, luminescence | G-protein coupled receptor 151 (Homo sapiens), Q8TDV0 | PathHunter beta-arrestin GPR151 cells | activation, % at 11.2 µM | hit rate 1% among 650,000; in the data active = activation above about 4.9%;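 note: 0% = median of compound wells and 100% = cells with positive control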
The depositor's hits bear a star.

Each structure is followed by: MITF primary	FBW7 activator	TEAD-YAP inh	GPR151 ag
COc1ccc(Cn2c(=O)[nH]c3cc(C(=O)NC4CCCC4)ccc3c2=O)cc1
 : -5	0.0	-7	2.3
COC(=O)C1=C(C)NC2=C(C(=O)CCC2)C1c1ccccc1OC (centres undefined)
 : 13	0.3	4	-1.3
Cc1cccc(Oc2coc3cc(O)ccc3c2=O)c1
 : -14	-0.2	-52	0.0
Cc1c(C(=O)N2CCC(C#N)CC2)sc2ncnc(N3CCc4ccccc4C3)c12
 : 0	-0.1	2	-0.5
CC(C)CNC(=O)C(=O)Nc1cccc(F)c1
 : 14	0.0	-51	-3.8
COc1ccc(C(=O)Nc2cc(C(=O)N3CCN(c4ccc([N+](=O)[O-])cc4)CC3)ccc2N2CC3CC(C2)c2cccc(=O)n2C3)cc1 (centres undefined)
 : 1	0.0	3	0.8
O=C(NCC1CCCO1)c1ccc(Cn2c(=S)[nH]c3ccccc3c2=O)cc1 (centres undefined)
 : 2	-0.2	-2	-0.4
COc1cccc(CN2CCc3nnc(CCc4ccccc4)n3CC2)c1O
 : 2	-0.1	18	-0.1
O=C(Cc1cnc2ncnn2c1)N1CCOc2ccc(C3=CCCCC3)cc2C1
 : -8	-0.1	-8	-1.4
Cc1ccc(Cl)cc1-n1ncc2c(N3CCOCC3)ncnc21
 : 17	0.5	10	3.1
O=C(Nc1ccc(Cl)cc1)C1CC(=O)N(CCOC23CC4CC(CC(C4)C2)C3)C(=Nc2ccccc2)S1 (centres undefined)
 : 0	0.0	-3	1.3
CCCCSCC(O)CSc1nc(-c2cccs2)cc(C(F)(F)F)c1C#N (centres undefined)
 : 8	0.1	-7	-0.9
O=C(CCc1cn(Cc2ccc(F)cc2)c2ccccc12)N1CCOCC1
 : -1	-0.7	-8	2.2
Cc1cc(-c2ccc(S(=O)(=O)Nc3cccc(Br)c3)cc2)on1
 : -2	0.1	-5	-3.4
COc1ccc(OC)c(NC(=O)c2cc3ccc(OC)cc3oc2=Nc2ccc(C(=O)O)cc2)c1
 : 30	-0.2	-7	0.2
CCOC(=O)c1sc2ncnc(Cl)c2c1C
 : -5	-0.1	0	1.3
COc1ccc(S(=O)(=O)N(CC(=O)Nc2ccc(Cl)cc2C)Cc2ccccc2)cc1OC
 : -4	-0.1	10	2.9
CCCN(C(=O)[C@H](C)NC(=O)c1ccco1)c1c(N)n(Cc2ccccc2)c(=O)[nH]c1=O
 : 11	0.1	1	-1.4
Cc1ccc(CC(=O)Nc2ccc(C)cc2)cc1
 : 7	0.1	-32	0.3
O=C(O)/C=C/C(=O)Nc1ccccc1OC(F)F
 : 6	0.2	-5	0.4

A draw from above in order of formula weight, falling.
Each structure is followed by: MITF primary	FBW7 activator	TEAD-YAP inh	GPR151 ag
O=C(Nc1ccc(Cl)cc1)C1CC(=O)N(CCOC23CC4CC(CC(C4)C2)C3)C(=Nc2ccccc2)S1 (centres undefined)
 : 0	0.0	-3	1.3
O=C(O)/C=C/C(=O)Nc1ccccc1OC(F)F
 : 6	0.2	-5	0.4
CC(C)CNC(=O)C(=O)Nc1cccc(F)c1
 : 14	0.0	-51	-3.8

Just MITF primary and TEAD-YAP inh, for 6 of the compounds above:
mol	MITF primary	TEAD-YAP inh
Cc1c(C(=O)N2CCC(C#N)CC2)sc2ncnc(N3CCc4ccccc4C3)c12	0	2
CC(C)CNC(=O)C(=O)Nc1cccc(F)c1	14	-51
COc1ccc(C(=O)Nc2cc(C(=O)N3CCN(c4ccc([N+](=O)[O-])cc4)CC3)ccc2N2CC3CC(C2)c2cccc(=O)n2C3)cc1 (centres undefined)	1	3
O=C(NCC1CCCO1)c1ccc(Cn2c(=S)[nH]c3ccccc3c2=O)cc1 (centres undefined)	2	-2
COc1cccc(CN2CCc3nnc(CCc4ccccc4)n3CC2)c1O	2	18
O=C(Cc1cnc2ncnn2c1)N1CCOc2ccc(C3=CCCCC3)cc2C1	-8	-8

The listing picks up with the two entries that preceded the break.
Each structure is followed by: MITF primary	FBW7 activator	TEAD-YAP inh	GPR151 ag
Cc1ccc(CC(=O)Nc2ccc(C)cc2)cc1
 : 7	0.1	-32	0.3
O=C(O)/C=C/C(=O)Nc1ccccc1OC(F)F
 : 6	0.2	-5	0.4
O=C(Cn1ncc2c1-c1ccccc1OC2)Nc1cc(F)ccc1F
 : 0	-0.1	11	-0.8
O=C(CN1CCOCC1)Nc1ccc(Br)cc1[N+](=O)[O-]
 : -7	-0.2	-2	-1.1
Cc1cc(NC(=O)c2ccccc2F)n(-c2nc3c(c(=O)[nH]2)CCC3)n1
 : 5	0.0	5	-1.3
CCOC(=O)c1c(C)n(CC)c2c1cc(O)c1ccccc12
 : 5	0.0	-2	0.1
O=C(Nc1cccc2ccccc12)c1ccco1
 : -9	-0.1	-6	-0.9
CCCSc1nnc(NC(=O)c2ccccc2Cl)s1
 : 4	-0.2	-21	-1.9
CN(CCOC(=O)/C=C/c1ccccc1)C1=NS(=O)(=O)c2ccccc21
 : 4	0.0	13	-0.7
COc1ccc(-c2nc(-c3cc4ccccc4oc3=O)cs2)cc1
 : 7	-0.1	-4	-0.3
O=C(COc1ccc(Cl)cc1)Nc1cccc(NC(=O)c2ccco2)c1
 : 8	0.0	47*	-1.4
Cc1oc(-c2cccs2)nc1CS(=O)CC(=O)NCCCN1CC(C)CC(C)C1 (centres undefined)
 : 12	-0.1	-3	1.5
O=C(NCCN1CCOCC1)c1cccc(-c2n[nH]c3ccc(Nc4ccccc4Cl)cc23)c1
 : 7	0.1	-9	0.5
O=C(CNCCC1=CCCCC1)Nc1ccccc1N1CCOCC1
 : 77*	0.4	0	-0.8
Cc1cnn(Cc2ccccc2)c1NC(=O)c1ncoc1-c1ccc(F)cc1
 : 11	0.3	-3	-0.8
Cc1c(C(=O)NCc2ccc(F)cc2)oc2ccc(S(=O)(=O)N3CCCCC3)cc12
 : 1	0.4	13	0.7
COC(=O)c1ccc(CNC(=O)C(=O)Nc2ccccc2OC)cc1
 : 5	0.3	9	0.9
O=C(CCN1C(=O)c2ccccc2C1=O)Oc1c(-c2ccccc2)oc2ccccc2c1=O
 : 18	-0.4	-14	-0.2
COc1ccc(C(=O)N/N=C(\C)c2cccc(Br)c2)cc1
 : 17	0.0	-13	-0.7
CC(=O)Nc1ccc(S(=O)(=O)N(NC2=NS(=O)(=O)c3ccccc32)C(=O)c2ccccc2)cc1
 : 11	0.6	-2	-1.4
O=C(CNC(=O)c1ccccc1)OCC(=O)c1cccs1
 : 21	0.7	-7	-0.4
COCC(C)NC(=O)CN1C(=O)c2ccccc2S1(=O)=O (centres undefined)
 : 18	1.0	-9	0.6
C[C@@H]1CN(Cc2nnnn2CC(=O)N2CCC(O)(c3ccccc3)CC2)C[C@H](C)O1
 : -6	-0.2	3	1.6
CCOc1ccc(C=Nc2cccc(O)c2)cc1
 : -12	0.0	-2	-1.2
CC(C)(C)C(=O)NCCCNC(=O)C(C)(C)C
 : 17	0.9	-7	-0.2
O=C(CCn1c(=O)[nH]c2ccccc21)NCC1Cc2cc(F)cc(-c3cccnc3)c2O1 (centres undefined)
 : -11	0.0	-5	-0.7
COc1ccc(-n2nc(C(=O)N3CCCC3)c3c4ccccc4n(C)c3c2=O)cc1
 : 20	0.8	-11	-0.6
CCOC(=O)c1[nH]nc2c1C(=O)N(Cc1ccccc1)C2=O
 : -4	-0.1	5	0.1
OC(COc1ccccc1)CN1CCc2nc3ncccc3cc2C1 (centres undefined)
 : -8	-0.1	-13	-0.6
CSc1nc2ccc(NS(=O)(=O)c3ccc4c(c3)OCCO4)cc2s1
 : 11	-0.1	12	1.8
CCN1CCN(CC(=O)Nc2cc(Cl)ccc2OC)C(=O)C1=O
 : 5	-0.1	-6	-0.5
CCOC(=O)c1c(NC(=O)C(C)Sc2nnc(CNC(=O)c3ccc(OC)cc3)n2-c2ccccc2OC)sc2c1CCC2 (centres undefined)
 : -3	-0.1	8	-0.4
O=C(CSc1nccn1-c1ccc(Cl)cc1)NCc1ccco1
 : 1	0.2	9	0.0
COc1ccc(-c2cc(C(=O)NC(C)C)no2)cc1OC
 : 5	0.1	-19	-1.2
COC(=O)C1=C(C)N=c2s/c(=C\c3cccc([N+](=O)[O-])c3)c(=O)n2C1c1ccccc1 (centres undefined)
 : 8	-0.1	2	0.2
Cc1ccccc1OCC(=O)O/N=C(\N)c1ccc(Cl)cc1
 : -1	-0.1	-9	0.1
CC(C)Nc1cc(N2CCN(C(=O)c3ccc(Cl)cc3)CC2)ccc1[N+](=O)[O-]
 : -1	0.2	-3	0.8
O=C(NCc1ccccc1)/C(=C\c1cccc([N+](=O)[O-])c1)NC(=O)c1ccccc1Cl
 : 7	0.6	14	-1.3
O=C(Nc1ccnn1C1CCN(Cc2c(F)cccc2Cl)CC1)C1CCOC1 (centres undefined)
 : 8	0.1	2	0.3
CCCNC(=S)Nc1cc(C(=O)OC)cc(C(=O)OC)c1
 : 9	0.1	11	1.3
C=CCN1C(=O)/C(=C\c2ccc(O)c(OCC)c2)C(C(=O)OC)=C1C
 : 4	0.3	2	-0.5
COc1cccc(CN(C)C(=O)c2cc(COc3c(F)cccc3F)on2)c1
 : -19	0.1	-12	0.1

Next part
structure | MITF primary | FBW7 activator | TEAD-YAP inh | GPR151 ag
Cc1ccc(Nc2nc(NCCC3=CCCCC3)nc(N3CCCC3)n2)cc1Cl | -9 | 0.0 | 7 | 4.3
O=C(Nc1ccc2oc(-c3ccc(F)cc3)nc2c1)c1cccc(Br)c1 | 10 | 0.1 | 7 | 0.6
O=C(C1CCCO1)N1CCN(C(=S)Nc2ccc(F)cc2F)CC1 (centres undefined) | 15 | 0.1 | 1 | -1.1
CCC1(C)Cc2c(c(N3CCOCC3)[nH]c(=S)c2C#N)CO1 (centres undefined) | 1 | -0.3 | -1 | 0.1
O=C(Cn1nnc(-c2ccccc2)n1)c1ccccc1 | 4 | 0.3 | -3 | -1.0
CC(C)(CO)NC(=O)CC1C(=O)NCCN1Cc1ccc(Cl)c(F)c1 (centres undefined) | 2 | 0.1 | -9 | -0.3
O=C(NCCc1cnc[nH]1)c1cc(Cc2ccc(F)cc2)no1 | -24 | -0.1 | -10 | 1.1
O=C(NCc1nc2ccccc2[nH]1)c1cncc(-c2csc3ccccc23)c1 | 0 | -0.2 | 0 | 0.8
CCOc1ccc(N(C(C)C(=O)Nc2ccc(C)cc2)S(C)(=O)=O)cc1 (centres undefined) | 3 | 0.0 | 1 | -0.5
CCOC(=O)CC(=O)CSc1nc(CC)c(C)cc1C#N | -2 | -0.3 | -4 | 0.5
CC(=O)N/C(=C\c1ccc(F)cc1)C(=O)NC(Cc1ccc(O)cc1)C(=O)O (centres undefined) | -2 | -0.2 | -2 | -0.9
Cc1ccc(NC(=O)/C(=C\c2ccc3c(c2)OCO3)NC(=O)c2ccccc2Br)cc1Cl | -1 | -0.1 | 2 | -0.3
O=C(Nc1ccc(F)c(C(F)(F)F)c1)c1c[nH]c(=O)n(-c2ccccc2)c1=O | 5 | -0.2 | 7 | 1.0
Cc1cccnc1C(c1ccc(F)cc1)N(C)C(=O)C1CCN(C(=O)C2CC2)CC1 (centres undefined) | 15 | 0.1 | -1 | 1.3
COC(=O)c1c(C)oc2c1cc(NS(=O)(=O)c1ccc(C(=O)O)cc1)c1ccccc12 | 4 | -0.1 | 0 | 2.7
Cc1ccc(C(=O)Nn2c(-c3cccc([N+](=O)[O-])c3)nc3ccccc3c2=O)cc1 | 19 | 0.9 | 9 | -1.1
COC(=O)[C@@H]1CCCN1C1CCC(=O)N(Cc2ccc3ccccc3c2)CC1 (some centres undefined) | 0 | 0.0 | 8 | -0.2
COCCNC(=O)c1ccc(-c2ccc3c(c2)OCO3)nc1N(C)C | 11 | 0.0 | -29 | -0.1
N#Cc1cccc(NC(=O)Cc2ccc([N+](=O)[O-])cc2)c1 | 7 | 0.1 | 12 | -0.9
Cc1cccc(C)c1NC(=O)C(c1ccccc1[N+](=O)[O-])N(C)C(=O)CN1C(=O)c2ccccc2C1=O (centres undefined) | -8 | 0.0 | 0 | 0.5
CC(C)(C)C(=O)Nc1cccc(C(=O)Nc2ccc(I)cc2)c1 | -5 | 0.2 | -68 | 1.5
Cc1c(C(=O)N2CCOCC2)sc(NC(=O)C(C)C)c1C#N | 1 | 0.1 | -7 | 0.8
O=C(CC1C(=O)NCCN1Cc1ccccn1)NCCCc1ccccc1 (centres undefined) | 4 | 0.1 | -6 | -0.2
O=C1CC(c2ccccc2[N+](=O)[O-])c2ccc3ccccc3c2N1 (centres undefined) | -4 | -0.1 | -2 | 0.4
Cc1cccc(NC(=O)Cc2ccc(F)cc2)c1C | 16 | 0.1 | 2 | 0.2
CCC(=O)Nc1ccc(Cl)c(NC(=O)COc2ccc(CC)cc2)c1 | 12 | 0.1 | 2 | 0.5
